HGIII-sPLA2 inh: Inhibits HGIII-sPLA2 liposome hydrolysis, primary screen; Q9NZ20; QFRET BODIPY PC-A2 liposome hydrolysis, fluorescence; inhibition, % at 12.2 µM; hit rate 0.56% among 370,000;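 active means inhibition above mean plus 3 SD of compounds lying within the high and low control bounds, cut at about 19% in these data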;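 further: 0% = median of test compound wells and 100% = no enzyme DMSO wells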
proKLK7 act: activates the human kallikrein-7 zymogen. AID 652039. purified proKLK7, EDANS-DABCYL substrate fluorescence; 100% is mature enzyme control, 0% vehicle. activation, % at 7 µM. P49862. hit rate 0.9% among 370,000;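 active means activation above the mean of all tested compounds plus 3 SD, computed per campaign excluding outliers beyond control limits, cut at about 13% in these data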
NPR1 activator: GC-A (human) enzyme activation; HEK293 GC-A cells, cGMP TR-FRET, EC30 ANP; 0% at EC30 ANP, 100% saturating ANP; activation, % at 10 µM; hit rate 0.14% among 370,000; in the data active means activation above about 40%
SMARCA2 act: activators of SMARCA2 function. MG213 cells, MMTV-luciferase reporter, dexamethasone, overnight. activation, % at 9.1 µM. hit rate 1% among 370,000; in the data active means activation above about 7.8%;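 further: 0% = vehicle wells and 100% = reference activator wells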
DAX1 inh-1: blocks DAX1 repression of SF-1 activated StAR promoter; HEK293T StAR-luciferase reporter, SF-1/DAX-1 repression relief; inhibition, % at 6.8 µM; hit rate 1.1% among 370,000; AID 652010;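 active means inhibition above the mean over all tested compounds plus 3 SD, cut at about 3.6% in these data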;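 further: 0% = DAX-1 cells with DMSO and 100% = cells lacking DAX-1 with DMSO; higher inhibition means more luminescence from relief of DAX-1 repression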
FXN GAA850 act: frataxin GAA850 promoter activation; HEK293 lucGAA850 FXN promoter luciferase reporter, 24 h; percent of 10 µM SAHA response; activation, % at 6 µM; hit rate 0.56% among 360,000; AID 540364;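 active means activation above the average of all compounds screened plus 3 SD, cutoff fixed separately per campaign, cut at about 7.5% in these data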;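 further: 0% = DMSO wells and 100% = 10 µM SAHA wells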
hcDAF12 agonist: activates DAF-12 receptor from parasite H. contortus; activation, % at 6.8 µM; AID 652067; hit rate 1.4% among 370,000; HEK293 hcDAF-12 lit1-tk-luc reporter, luminescence; 0% DMSO, 100% Δ7-dafachronic acid;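 active means activation above the mean of all tested compounds plus 3 SD, cut at about 5.5% in these data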;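 further: 100% = response to 3 µM Δ7-dafachronic acid high control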
DAX1 inh-2: inhibitors of human orphan nuclear receptor DAX1 (NR0B1); inhibition, % at 6.75 µM; AID 504766; HEK293 Gal4-DAX1 luciferase reporter, luminescence; P51843; hit rate 0.99% among 340,000;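 active means inhibition above the mean over all tested compounds plus 3 SD, cut at about 4.2% in these data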;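 further: 0% = DAX1-transfected cells with DMSO and 100% = empty-vector control cells with DMSO; inhibition shows as a rise in luminescence from relieved DAX1 repression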
ssDAF12 agonist: activators of S. stercoralis DAF-12 nuclear receptor | HEK293 ssDAF-12/GRIP1 lit1-tk-luc reporter, luminescence; % of 3 µM dafachronic acid response | activation, % at 6.8 µM | hit rate 1% among 370,000;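 active means activation above the mean over all tested compounds plus 3 SD, cut at about 0.9% in these data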;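 further: 0% = DMSO-only wells and 100% = 3 µM delta7-dafachronic acid wells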
GC-B act: GC-B (human) receptor activation; P20594; HEK293-GC-B cells, CNP EC30, cGMP TR-FRET; 0% at EC30 CNP, 100% saturating CNP; activation, % at 10 µM; hit rate 0.11% among 370,000;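 active means activation at 10 µM reaching about 35% in either raw or pattern-adjusted values, limit read from the data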
Target sequence (P20594 whole entry, looked up): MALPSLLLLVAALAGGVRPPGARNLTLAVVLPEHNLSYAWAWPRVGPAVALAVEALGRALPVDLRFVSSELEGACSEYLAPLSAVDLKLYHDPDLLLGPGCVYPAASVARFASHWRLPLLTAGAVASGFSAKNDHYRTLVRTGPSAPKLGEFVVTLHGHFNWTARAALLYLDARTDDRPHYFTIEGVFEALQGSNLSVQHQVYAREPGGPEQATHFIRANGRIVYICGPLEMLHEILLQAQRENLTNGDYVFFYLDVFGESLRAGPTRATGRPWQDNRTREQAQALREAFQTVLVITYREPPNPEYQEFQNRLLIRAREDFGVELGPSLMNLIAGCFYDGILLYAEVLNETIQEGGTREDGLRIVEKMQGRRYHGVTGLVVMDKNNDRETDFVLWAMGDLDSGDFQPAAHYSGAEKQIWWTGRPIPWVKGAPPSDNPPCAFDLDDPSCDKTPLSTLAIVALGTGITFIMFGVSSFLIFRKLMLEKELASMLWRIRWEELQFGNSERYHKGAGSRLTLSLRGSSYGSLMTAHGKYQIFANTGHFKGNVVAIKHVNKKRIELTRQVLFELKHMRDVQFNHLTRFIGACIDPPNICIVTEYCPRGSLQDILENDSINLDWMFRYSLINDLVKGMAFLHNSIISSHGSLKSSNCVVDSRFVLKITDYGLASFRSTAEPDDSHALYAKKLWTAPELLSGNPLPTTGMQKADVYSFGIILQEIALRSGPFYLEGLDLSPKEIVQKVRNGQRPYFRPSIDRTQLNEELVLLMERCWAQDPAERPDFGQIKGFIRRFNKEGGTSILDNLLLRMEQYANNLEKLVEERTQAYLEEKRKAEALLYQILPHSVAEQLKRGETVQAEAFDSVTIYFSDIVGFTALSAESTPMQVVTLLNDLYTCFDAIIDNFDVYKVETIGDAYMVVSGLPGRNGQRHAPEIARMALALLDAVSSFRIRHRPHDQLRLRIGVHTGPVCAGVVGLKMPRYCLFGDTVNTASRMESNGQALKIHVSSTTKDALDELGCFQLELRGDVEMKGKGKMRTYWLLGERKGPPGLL
hgDAF12 agonist: activates the H. glycines DAF-12 receptor ligand-binding domain | HEK293 GAL4-hgDAF12 UAS-luciferase reporter, agonist luminescence; normalized to butyrate control | activation, % at 6.8 µM | hit rate 1.8% among 370,000 | AID 687014;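 active means activation above a cutoff set at the mean of all screened compounds plus 3 SD, cut at about 10% in these data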;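 further: 0% = DMSO wells and 100% = sodium butyrate wells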
* = called active by the depositor; . = no result given.

The opening 3 compounds (preview)
SMILES	HGIII-sPLA2 inh	proKLK7 act	NPR1 activator	SMARCA2 act	DAX1 inh-1	FXN GAA850 act	hcDAF12 agonist	DAX1 inh-2	ssDAF12 agonist	GC-B act	hgDAF12 agonist
CCOc1ccc(CCN2C(=S)N([C@@H](CC(C)C)CN3CCC[C@@H]3CN3C(=S)NC[C@@H]3CC(C)C)C[C@@H]2Cc2ccc(O)cc2)cc1	-27	0.5	-1	-3	-0.3	.	0.2	.	-0.4	3	4.6
CCc1noc(C)c1C(=O)OC(C)C(=O)Nc1ccc(Cl)cn1 (stereo unspecified)	-3	0.6	0	0	-0.9	2.7	-2.6	1.1	-1.5	2	1.6
CN(Cc1cn[nH]c1-c1ccc2c(c1)OCO2)C1CCOCC1	-4	0.4	0	-3	0.6	0.9	0.8	-0.4	-1.0	2	1.2

This part in full, previewed entries included:
SMILES	HGIII-sPLA2 inh	proKLK7 act	NPR1 activator	SMARCA2 act	DAX1 inh-1	FXN GAA850 act	hcDAF12 agonist	DAX1 inh-2	ssDAF12 agonist	GC-B act	hgDAF12 agonist
CCOc1ccc(CCN2C(=S)N([C@@H](CC(C)C)CN3CCC[C@@H]3CN3C(=S)NC[C@@H]3CC(C)C)C[C@@H]2Cc2ccc(O)cc2)cc1	-27	0.5	-1	-3	-0.3	.	0.2	.	-0.4	3	4.6
CCc1noc(C)c1C(=O)OC(C)C(=O)Nc1ccc(Cl)cn1 (stereo unspecified)	-3	0.6	0	0	-0.9	2.7	-2.6	1.1	-1.5	2	1.6
CN(Cc1cn[nH]c1-c1ccc2c(c1)OCO2)C1CCOCC1	-4	0.4	0	-3	0.6	0.9	0.8	-0.4	-1.0	2	1.2
O=C(COc1cccc(C(F)(F)F)c1)Nc1ccccc1N1CCCCC1	-3	0.0	-1	-3	1.3	0.7	1.1	0.7	-0.3	-2	0.8
CC(C)CNC(=O)C1CCN(CC2CCCCC2)CC1	15	-0.7	4	-2	-0.1	-2.1	-1.3	0.5	-1.3	0	-1.7
COc1ccc(CNC(=O)CN(C(=O)c2csnn2)c2cccc3c2CCCC3)cc1	2	-0.5	-2	3	0.0	-3.0	-1.8	-0.4	-1.0	1	2.8
O=C(CSc1nnc(-c2ccccc2)o1)NC(=O)Cc1ccccc1	-5	-0.2	0	-3	-0.1	0.6	0.6	0.1	-0.7	-1	-2.0
CN(C)CCCNC(CC(=O)Nc1cccc([N+](=O)[O-])c1)C(=O)O (stereo unspecified)	3	0.1	1	-2	0.2	-5.8	1.4	3.0	-1.5	2	-1.4
Cc1nn(-c2ccccc2)c(C)c1NC(=O)COC(=O)c1ccc(NC(=O)CC#N)cc1	-54	-0.1	1	-1	-0.5	0.6	-0.4	0.0	-0.6	4	0.8
O=C(CNC(=O)c1cccs1)NCC(=O)OCC(=O)c1ccc([N+](=O)[O-])cc1	3	0.5	1	-4	-0.3	-1.4	-1.8	1.1	-1.0	8	2.4
COc1ccc(NC(=O)c2ccc(-c3ccccc3C(F)(F)F)o2)cc1	-10	-1.3	-2	7.9*	-0.2	0.3	-0.8	2.8	-1.2	-1	2.1
OCCO	13	-0.5	0	-4	0.5	-0.2	0.4	-0.1	-1.3	-3	3.3
O=[N+]([O-])c1ccc(S(=O)(=O)Nc2ccc(-c3csc(-c4ccccc4)n3)cc2)cc1	-99	0.0	8	0	-0.6	.	-1.6	.	-1.5	-6	0.4
CC(C)C(N)c1csc(Nc2cc(Oc3ccccc3)ncn2)n1 (stereo unspecified)	19	-0.7	-1	-1	1.5	0.2	-1.5	.	-1.8	4	2.1
NC(=O)c1ccc(CN2CCc3ccccc3C2)cc1	-2	0.4	3	-1	0.1	-0.9	-1.3	0.7	-1.0	2	1.7
COc1ccccc1-n1ccnc(SCC(=O)NCc2ccccc2)c1=O	-3	0.2	-1	1	1.4	2.6	1.1	0.7	-0.7	4	1.8
CN(C)CCc1cc2c(c3c1ccc1ccccc13)OCO2	3	-0.1	-17	7	-0.1	2.5	1.0	0.7	-0.5	-3	0.6
CCc1ccccc1NS(=O)(=O)c1ccc2[nH]cc(C(=O)NCC3CCCO3)c(=O)c2c1 (stereo unspecified)	-12	-0.7	4	2	-0.3	-3.5	-1.3	0.5	-1.2	6	0.1
COc1ccc(N2CC(C(=O)NCCCN3CCOCC3)CC2=O)cc1 (stereo unspecified)	1	0.5	-1	1	0.7	4.1	1.4	1.8	-1.9	2	-2.2
CCCSc1nnc(CSc2ncccn2)n1C	5	0.1	2	1	0.1	-0.5	5.9*	-0.1	-1.1	-3	6.7
COc1ccc(Br)cc1CNC(=O)C1CCN(S(=O)(=O)N2CCC(C)CC2)CC1	3	0.1	-5	-2	-0.3	1.1	0.2	-0.2	-0.5	-1	-1.6
Cc1nc(Nc2cccc(O)c2)c2c3c(sc2n1)CCC3	-20	0.2	3	-3	-2.0	1.7	-1.3	-0.7	-1.8	-1	1.4
Cc1ccc(NC(=O)/C=N/OCC(=O)NCc2ccccc2Cl)cc1	-10	0.0	-2	0	-0.5	1.9	-0.2	1.4	-1.2	4	5.7
Cn1nc(C(=O)NCCc2ccc(Cl)cc2)c2c1-c1ccccc1S(=O)(=O)C2	-5	-0.6	-1	-4	0.2	-0.8	-1.3	-0.5	-1.4	-6	-1.0
CN(C)c1nc(=S)nc(NCc2ccccc2)[nH]1	13	-0.3	4	-3	0.4	-0.3	1.0	2.2	-2.1	-3	-3.2

Next section
SMILES	HGIII-sPLA2 inh	proKLK7 act	NPR1 activator	SMARCA2 act	DAX1 inh-1	FXN GAA850 act	hcDAF12 agonist	DAX1 inh-2	ssDAF12 agonist	GC-B act	hgDAF12 agonist
CC(C)N1CCN(CC#Cc2ccccc2)CC1CCO (stereo unspecified)	0	-0.5	-2	2	0.1	1.8	3.0	-1.6	-0.2	-6	0.6
O=C(Nc1cccc(-c2nnc(-c3ccco3)o2)c1)C(c1ccccc1)c1ccccc1	-6	0.3	0	-3	-0.5	0.6	-2.3	-1.3	-1.7	-2	0.2
Cc1ccc(NC(=O)c2sccc2C)nc1	1	-0.3	5	2	9.7*	1.4	4.7	2.1	0.9	-4	11*
O=S1(=O)CCOC[C@H](Cc2ccccc2)N1Cc1ccccc1	0	0.2	-3	0	-0.2	-0.8	-1.0	1.7	-1.6	-4	-1.1
Cc1cccc(C)c1NC(=S)N(CCN1CCCCCC1)Cc1ccco1	5	0.4	-6	-2	1.5	-5.0	-0.8	0.1	-1.7	-3	-1.6
COc1ccc(/C=C/C(=O)OCC(=O)N2CCCCCC2)c(OC)c1	-8	-0.1	2	0	-0.5	0.8	-1.3	-0.1	-1.2	-4	-1.2
O=C(NCCN1CCOCC1)c1cc(-c2cccs2)on1	0	-0.7	1	-1	-0.8	17*	1.4	3.1	-0.2	1	20*
CC(=O)NCCCOc1ccc([N+](=O)[O-])cc1Cl	3	0.1	5	6	0.2	5.2	0.9	0.2	-0.7	0	3.9
CCOC(=O)c1sc2nc(SCC#N)n(CC3CCCO3)c(=O)c2c1C (stereo unspecified)	6	0.2	4	-2	0.0	-0.9	0.8	1.9	-1.1	-5	0.8
COc1cc(-c2nc(-c3ccccc3)c(-c3cc([N+](=O)[O-])ccc3C)[nH]2)cc(OC)c1OC	0	-0.1	1	1	-0.1	-3.8	-1.9	0.2	-1.2	1	0.4
COC(=O)c1cccc(NC(=O)Nc2ccccc2OC)c1	-5	-0.6	-1	2	0.2	1.4	-1.1	6.5*	-0.8	-3	4.7
COC(=O)CSc1ccsc1C(=O)O	2	0.5	-3	0	0.1	1.0	-0.5	-0.2	-1.6	-4	-1.8
CNC(=O)c1[nH]cnc1C(=O)NCC(=O)OC(C)(C)C	5	0.9	1	1	-0.2	1.3	-1.3	2.4	-0.8	0	1.6
N#CC1(c2cccc(Br)c2)C(=O)Nc2ccccc21 (stereo unspecified)	0	0.2	-9	0	1.0	1.6	-0.7	0.0	-1.2	-9	1.3
O=C(N/N=C/c1ccc(-c2ccccc2[N+](=O)[O-])o1)c1cccnc1	-11	0.3	-2	-2	-1.9	1.4	-1.9	-1.1	-1.0	-10	-5.5
COc1ccccc1/C=C/C=N/NC(=O)CCC1C(=O)NN=C1C (stereo unspecified)	-2	-1.6	-2	4	-0.7	-0.1	-1.7	-0.3	-0.6	1	-1.8
O=S(=O)(c1ccc2ccccc2c1)N1CCN(C(=S)Nc2ccccc2F)CC1	-4	0.6	-7	5	0.0	-0.1	0.3	0.7	-1.8	-1	-2.6

Arranged by SMILES length (lowest first): some entries from above
SMILES	HGIII-sPLA2 inh	proKLK7 act	NPR1 activator	SMARCA2 act	DAX1 inh-1	FXN GAA850 act	hcDAF12 agonist	DAX1 inh-2	ssDAF12 agonist	GC-B act	hgDAF12 agonist
COC(=O)CSc1ccsc1C(=O)O	2	0.5	-3	0	0.1	1.0	-0.5	-0.2	-1.6	-4	-1.8
CNC(=O)c1[nH]cnc1C(=O)NCC(=O)OC(C)(C)C	5	0.9	1	1	-0.2	1.3	-1.3	2.4	-0.8	0	1.6
COc1cc(-c2nc(-c3ccccc3)c(-c3cc([N+](=O)[O-])ccc3C)[nH]2)cc(OC)c1OC	0	-0.1	1	1	-0.1	-3.8	-1.9	0.2	-1.2	1	0.4
